From PubChem
TDP1 inh – inhibitors of human tyrosyl-DNA phosphodiesterase TDP1; Potency, µM (series often up to 130 µM), for inactives: at the top dose activity change, negative = inhibition, usual class: inhibitors; AID 485290; recombinant TDP1, AlphaScreen DNA substrate cleavage; Q9NUW8; actives 0.28% (n = 350,000); note: nearly all actives have a fitted effect of over 40% in size
Target sequence (Q9NUW8 whole entry, looked up): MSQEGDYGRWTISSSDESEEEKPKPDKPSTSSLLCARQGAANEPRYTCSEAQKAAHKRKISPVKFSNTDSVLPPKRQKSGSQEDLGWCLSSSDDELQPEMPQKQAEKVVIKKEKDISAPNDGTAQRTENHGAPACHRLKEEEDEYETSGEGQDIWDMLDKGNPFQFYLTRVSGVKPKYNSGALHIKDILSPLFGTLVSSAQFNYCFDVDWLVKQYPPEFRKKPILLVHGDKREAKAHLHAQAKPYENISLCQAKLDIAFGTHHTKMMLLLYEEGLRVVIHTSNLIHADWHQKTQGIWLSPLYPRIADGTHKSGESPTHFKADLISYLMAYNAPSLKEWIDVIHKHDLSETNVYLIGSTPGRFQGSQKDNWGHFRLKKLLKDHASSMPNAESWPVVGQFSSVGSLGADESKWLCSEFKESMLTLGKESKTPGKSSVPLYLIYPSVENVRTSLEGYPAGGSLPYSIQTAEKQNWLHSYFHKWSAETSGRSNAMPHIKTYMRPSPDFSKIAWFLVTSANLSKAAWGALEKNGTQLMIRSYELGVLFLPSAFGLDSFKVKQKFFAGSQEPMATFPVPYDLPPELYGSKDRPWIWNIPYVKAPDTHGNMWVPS
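AlphaScreen read-out: signal falls as enzyme removes the 3' tyrosine-FITC from a 5'-biotinylated DNA oligo (15 nM, 5 min, RT). Enzyme was E. coli-made recombinant Tdp1 at 1 nM, exposed to compound for 15 min beforehand; beads 10 ug/ml, 10 min.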
DT40 TDP1 no CPT – qHTS for Inhibitors of human tyrosyl-DNA phosphodiesterase 1 (TDP1): qHTS in cells in absence of CPT. Potency, µM (highest dose often 46.2 µM), without a hit: top-dose activity change, negative = growth inhibition, usual class: inhibitors. actives 15% (n = 420,000). DT40 Tdp1-/- hTDP1 cells, no CPT, ATP luminescence, 48 h. AID 686978, 2013; note: nearly all actives have a fitted effect of over 55% in size
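Camptothecin absent (DMSO only). Human TDP1-complemented DT40 knockout cells, 400 cells/well, 37 °C for minimum 48 hr; ATP measured via CellTiter-Glo, 30 min dark incubation, luminescence.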
KAT2A inh – blocks human GCN5L2 histone acetyltransferase; GCN5L2 HAT assay, ThioGlo1 CoA-SH fluorescence; Potency, µM (titrated, usually from 58.9 µM), inactives show at the highest dose activity change, negative = inhibition, most hits filed as inhibitors; actives 0.21% (n = 390,000); AID 504327
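Free CoA generated was detected with ThioGlo1 (50uM) fluorescence at Ex340nm/Em540nm, read immediately and after 20 min at room temperature. Enzyme, 20 nM in HEPES pH 7.5 buffer, saw compounds 15 min before adding 75uM H3(1-25) peptide and 70uM acetyl-CoA.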
* hit, by the source's call; ? = inconclusive; . = no result given; & = joins results of further samples; [ ] = another dose, or the depositor's remark. Calls come from the whole dose curve; as a rule, active = well fitted curve in the direction sought with a large enough effect; inconclusive = small, poorly fitted or top-dose-only effect, or another doubt; inactive = no such curve, though single readings can be large; an effect the other way counts as inactive or inconclusive. % is set by controls: 0 for no effect and ±100 for the full control effect; potency is the fitted concentration of half-maximal effect. These rows are one share of the data, so the mix of outcomes need not match the whole.

Order of values: TDP1 inh | DT40 TDP1 no CPT | KAT2A inh
CCCc1cc(CNC(=O)C2CCC(=O)N(Cc3ccccc3OC)C2)on1 (stereo unspecified)
→ 3% | 1% | -4%
O=C(Nc1cccc(S(=O)(=O)N2CCCC2)c1)c1cc(S(=O)(=O)N2CCOCC2)ccc1F
→ . | -10% | 0%
COC(=O)[C@H](CCSC)NC(=O)Nc1ccc(S(N)(=O)=O)cc1
→ -4% | 22% | -3%
Cc1ccc(C(=O)NCCCNC(=O)COc2ccc(Cl)c(C)c2)cn1
→ . | ? | ?
CCc1c(C)sc(NC(=O)c2cc(-c3cc(OC)ccc3OC)on2)c1C#N
→ -1% | ? | 15%
COc1ccc(C2=C(C)C(N3CCC(C(=O)Nc4ccccc4F)CC3)=NS2(=O)=O)cc1
→ . | ? | -13%
COc1cc(C2C(C#N)=C(N)Oc3cc(N)ccc32)cc(OC)c1OC (stereo unspecified)
→ 5% | 0.65µM* | -8%
COCCN(C(=O)COC(=O)/C=C/c1nc2ccccc2s1)c1c(N)n(Cc2ccccc2)c(=O)[nH]c1=O
→ -8%[0.505 µM] | ? | -2%
CSc1ccc(Cl)c(C(=O)N(C)CC(=O)Nc2ccc(N3CCOCC3)cc2)c1
→ . | -20% | -1%
O=C(CN(C1CCCCC1)S(=O)(=O)c1ccc(Cl)cc1)NCc1cccnc1
→ 7% | 16µM* | 4%
Cc1c(C)c2ccc(OCC(=O)NCCN3CCOCC3)cc2oc1=O
→ 2% | -19% | -6%
CC(C)(C)c1n[nH]c2c1CCCC2
→ 5% | -30% | 3%
Cc1ccc(CNC(=O)C2CCCN(c3nc4ccccc4n4cccc34)C2)cc1 (stereo unspecified)
→ 0% | ? | -10%
Cc1nnc(N2CCC(C(=O)NC3CCCCC3)CC2)c2nn(-c3ccc(Cl)cc3)c(C)c12
→ 6% | -6% | -4%
COc1ccc(C(=O)C(O)C(c2ccc(C)cc2)N2CCOCC2)cc1OC (stereo unspecified)
→ . | -4% | 0%
CCOc1ccc2[nH]c3ncccc3c(=O)c2c1
→ . | ? | -8%
COc1cc(/C=C/C(=O)OCC(=O)NC2CCCCCCC2)ccc1O
→ -7% | -27% | -7%
Clc1ccc(CNc2ccc(CNc3ncn[nH]3)cc2)cc1
→ 11% | ? | 1%
COc1cccc(NC(=O)c2cn(C)c(=O)c3cc(OC)c(OC)cc23)c1
→ 1% | 15µM* | 2%
CCC1CCCCN1C(=S)Nc1ccc(C(C)=O)cc1 (stereo unspecified)
→ 2% | -28% | 2%
CCOC(=O)C1CCN(Cc2ccc(OC)c(C)c2OC)CC1
→ -11% | ? | 2%
O=C(CN1CCN(S(=O)(=O)c2ccc3ccccc3c2)CC1)Nc1ccc2c(c1)CCC2
→ 5% | ? | -7%
CN1CCN(c2ccccc2NC(=O)c2ccc([N+](=O)[O-])o2)CC1
→ -1% | 9.2µM* | -20%
CC(CCc1ccccc1)NCc1ccc(Cl)cc1Cl (stereo unspecified)
→ . | ? | -2%
Cc1ccc(N2CCN(S(=O)(=O)N(C)C)CC2)cc1C
→ -10% | -12% | -1%
COC(=O)c1ccc(CSc2nc3ccccc3c(=O)n2-c2cccc(OC)c2)o1
→ 5% | ? | -18%
COc1cccc(C(=O)n2ccc(-c3cccs3)n2)c1
→ 1% | -22% | -2%
O=C(CSc1nc2c([nH]c3ccccc32)c(=O)n1-c1ccccc1F)Nc1ccccc1C(F)(F)F
→ 8% | 21µM* | -2%
CC(C)(C)C(=O)Nc1cc(NC(=O)C(C)(C)C)cc(C(=O)NNC(=O)c2ccncc2)c1
→ . | 16% | ?
O=C(CSc1nc(O)c(C2CCCCC2)c(=O)[nH]1)Nc1ccccc1Cl
→ 10% | -6% | -5%
Cc1nnc(-n2cnc3ccccc32)c2ccccc12
→ 2% | -6% | -14%
COc1ccc(NCc2cc3cc4c(cc3n(CC(=O)Nc3ccc(F)cc3F)c2=O)OCO4)cc1
→ 11% | 15µM* | -13%
Cc1ccc(CC2(O)CCN(CCOc3ccc(O)cc3)CC2)cc1
→ 4% | . | -14%
CN(C)c1ccc(NC(=O)c2ccncc2)c2ccccc12
→ 7% | -2% | 0%
Cn1nnnc1SCC(=O)Nc1nc(-c2ccc(F)c(F)c2)cs1
→ 2% | ? | -3%
O=C(O)CSc1ccc(Oc2ccc(SCC(=O)O)cc2)cc1
→ 6% | -17% | -2%
COC(=O)CCC(=O)c1oc2ccccc2c1N
→ 2% | -8% | -4%
NC(=O)c1cnn2c(-c3ccc(Cl)cc3Cl)ccnc12
→ . | -22% | -4%
C=CCn1c(SCC(=O)Nc2ccc(N3CCOCC3)cc2)nc2ccccc2c1=O
→ 3% | -5% | -4%
COc1ccc(OC)c(NC(=O)CCC(=O)N(Cc2ccc(OC)c(OC)c2)c2nccs2)c1
→ 2% | -29% | 0%
Cc1cc(C)c2c(=O)[nH]c(SCc3ccccc3)nc2n1
→ -5% | 2% | 0%
CNC(=O)c1cnc2sc(N3CCC(C)CC3)nn2c1=O
→ -3% | -10% | -8%
CC(=O)N1CCSc2ccc(S(=O)(=O)Nc3cccc(C)c3)cc21
→ 1% | 13µM* | -21%
COc1ccc(CCN(C)C(=O)c2cc(S(=O)(=O)N3CCCCC3)ccc2Cl)cc1OC
→ 5% | 23µM* | -6%
Cn1c2ccccc2c(=O)c2ccc(NCCc3cccs3)cc21
→ -9% | ? | 10µM*
N#CC1=C(N)SC(N)=C(C#N)C1C1CC=CCC1 (stereo unspecified)
→ -4% | -16% | -1%
CC(C)(C)NC(=O)C1CCN(c2ccc(S(=O)(=O)N3CCOCC3)cc2Cl)CC1
→ 2% | -30% | 1%
CCOc1c(Br)cc(CNC2CCCCCCC2)cc1OC
→ 5% | 15µM* | 0%
CC(C)N=c1c([N+](=O)[O-])nn(C)n1O
→ 0% | 2% | -14%
O=c1[nH]c2sc3c(c2c2nncn12)CCCC3
→ 4% | -8% | 0%
CCCNc1c(NS(=O)(=O)c2ccc(C(C)(C)C)cc2)c(=O)oc2ccccc12
→ 1% | ? | 2%
CC(Sc1nncs1)C(=O)Nc1ccc(S(=O)(=O)Nc2ncccn2)cc1 (stereo unspecified)
→ 0% | -4% | 2%
Cc1ccccc1C(=O)Nc1ccc(CN2CCOCC2)cc1
→ . | 12% | 2%
C/C(CC1CC(COCC(C)C)OC1=O)=N\NC(N)=S (stereo unspecified)
→ . | -3% | 2%
COc1cc2c(cc1OC)CN(CC(=O)Nc1ccc(Cl)cc1Cl)CC2
→ . | 21µM* | -14%
CCOc1cc(/C=C2\C(=O)ON=C2c2ccccc2)ccc1OC
→ . | 18µM* | -1%
COCCNC(=O)CN1C(=O)/C(=C/c2ccccc2)Oc2ccc(C(C)(C)C)cc21
→ . | ? | -23%
CCOC(=O)N1CCN(C(=O)COC(=O)C2CCN(S(=O)(=O)c3c(C)c(C)cc(C)c3C)CC2)CC1
→ -3%[0.505 µM] | ? | -9%
NS(=O)(=O)c1ccc(CCNC(=O)c2ccc([N+](=O)[O-])cc2[N+](=O)[O-])cc1
→ 3% | ? | -16%
CN(CC(=O)Nc1ccccc1Cl)C(=O)COC(=O)CSc1ccc(F)cc1
→ . | -3% | -4%

Next entries.
Order of values: TDP1 inh | DT40 TDP1 no CPT | KAT2A inh
Cc1ccc(S(=O)(=O)NCc2ccc(C(=O)NC3CCC(C)CC3)cc2)cc1 (stereo unspecified)
→ 1% | ? | -7%
COc1ccc(NC(=O)CCS(=O)(=O)c2cccc3nonc23)cc1
→ 5% | 7% | -3%
CN(CC(=O)Nc1ccc(F)c(Cl)c1)S(=O)(=O)c1ccc2c(c1)n(C)c(=O)c(=O)n2C
→ -2% | ? | -26%
CCN(CCCNC(=O)c1cc2cc3ccc(C)cc3nc2s1)c1ccccc1
→ 5% | 26µM* | -10%
Cc1cc2c(cc1S(=O)(=O)CCC(=O)N1CCC(C)CC1)OCC(=O)N2
→ -1% | . | -8%
Cc1cccc(NC(=O)c2cc3cc([N+](=O)[O-])ccc3s2)n1
→ -3% | 4% | -2%
Cc1cccc(-n2ncc(C(=O)N3CCN(C(=O)c4ccco4)CC3)c2C2CCN(C(=O)OC(C)(C)C)CC2)c1
→ 5% | ? | 2%
Cc1c(Cl)c([N+](=O)[O-])nn1CCCC(=O)Nc1sc2c(c1C#N)CCC2
→ 3% | -23% | -1%
O=C(NC1CCCCCCC1)c1cnccn1
→ 0% | -18% | 0%
COc1cccc(/C=N/NC(=O)c2cccc(N3CCCC3=O)c2)c1
→ ? | -11% | -7%
CN(c1ccccc1)S(=O)(=O)c1ccc(C(=O)NCCc2ccc(F)cc2)cc1
→ -3% | -23% | -9%
O=c1ccn([C@@H]2O[C@H](CO)[C@@H](O)[C@H]2O)c(=O)[nH]1
→ 4% | 11%&-4% | -3%
Cc1ccc(Nc2nc3ccccc3nc2-n2nc(C)cc2C)cc1
→ -1% | -8% | -8%
CCOc1cccc2sc(N3CCN(C(=O)C(C)(C)C)CC3)nc12
→ -3% | 21µM* | -9%
O=C(Nc1ccc(N2CCCCC2)cc1)C(Cl)c1ccccc1 (stereo unspecified)
→ 3% | -23% | -5%
COc1ccc(CSc2nc3ccccc3c(=O)n2CCCN2CCOCC2)cc1F
→ 6% | ? | -14%
CC(=O)N1c2ccc(S(=O)(=O)N3CCCC3C(=O)NCc3ccccc3Cl)cc2CC1C (stereo unspecified)
→ . | ? | -3%
O=C(CSC(=S)N1CCCCC1)Nc1ncc2c(n1)CC(c1ccco1)CC2=O (stereo unspecified)
→ 1% | -17% | -5%
COc1ccc(OC)c(CCNC(=O)c2ccc3c(c2)N(Cc2ccccc2)CCS3)c1
→ 7%&9% | 16µM* | -14%&-1%
O=C(c1cnn2c(C(F)(F)F)cc(-c3cccs3)nc12)N1CCN(C(c2ccccc2)c2ccccc2)CC1
→ 0% | 13µM* | -14%

Record cards, from the list above. Order of values: TDP1 inh	DT40 TDP1 no CPT	KAT2A inh
`Clc1ccc(CNc2ccc(CNc3ncn[nH]3)cc2)cc1` is listed as 11%	?	1%
`CCC1CCCCN1C(=S)Nc1ccc(C(C)=O)cc1` (stereo unspecified) is listed as 2%	-28%	2%
`COc1cc(C2C(C#N)=C(N)Oc3cc(N)ccc32)cc(OC)c1OC` (stereo unspecified) is listed as 5%	0.65µM*	-8%
`CCOc1cc(/C=C2\C(=O)ON=C2c2ccccc2)ccc1OC` is listed as .	18µM*	-1%
`Cc1cccc(NC(=O)c2cc3cc([N+](=O)[O-])ccc3s2)n1` is listed as -3%	4%	-2%

(more compounds)
Order of values: TDP1 inh | DT40 TDP1 no CPT | KAT2A inh
COc1cc(NC(=O)C2CCN(S(=O)(=O)c3cccs3)CC2)cc(OC)c1
→ . | ? | -6%
O=C(NCCc1ccc(Cl)cc1)c1cc(-c2ccccc2)n[nH]1
→ -3% | -12% | -1%
O=C(c1ccc(Cn2c(=O)[nH]c3ccccc3c2=O)cc1)N1CCN(c2ccccn2)CC1
→ 5% | 23µM* | 1%
CN(C)Cc1ccccc1-c1ccc2ncnc(NC3CCNCC3)c2c1
→ 5% | ? | -4%
Cc1cc(C)c(Cn2c3ccccc3c3cnn(CC(=O)NC4CCC(C)CC4)c(=O)c32)c(C)c1 (stereo unspecified)
→ 0% | ? | -4%
Cn1c(S(=O)(=O)c2ccc([N+](=O)[O-])cc2)nc(Br)c1Br
→ 4% | ? | -1%
COc1cccc(-c2nnc(Nc3nc4c(F)cccc4s3)o2)c1
→ -2% | 23µM* | -2%
C/C=C/C(=O)N1c2ccccc2C(C)=CC1(C)C
→ 4% | -15% | -14%
CC(C)[C@H](NC(=O)[C@@H]1Cc2ccccc2CN1)C(=O)Nc1ccc2c(c1)OCO2
→ 7% | 2% | -21%
CCOc1ccc(NC(=O)C/C(C)=N/NC(=O)c2cnccn2)cc1
→ 1% | 2% | -4%
O=C(CCCn1c(=O)[nH]c2ccccc2c1=O)Nc1ccc(F)cc1
→ 0% | -10% | -4%
Cc1ccc(NC(=O)Cn2nnc(C(=O)NCCc3ccccc3)c2N)cc1
→ . | 22% | -2%
Cc1ccc(/C=C2/SC(=Nc3ccc(F)cc3)NC2=O)s1
→ . | 11% | 4%
Cc1ccccc1C(=O)Nc1ccccc1C(=O)OCc1cc(=O)n2ccsc2n1
→ 4% | -12% | 8%
CCN(Cc1cc2cc(C)ccc2[nH]c1=O)S(=O)(=O)c1ccccc1
→ 6% | -13% | -4%
O=S(=O)(Cc1ccccc1)NCc1ccccn1
→ 5% | -6% | -4%
COc1ccc(CN2CCNC(=O)C2CC(=O)N(C)CC2CCOCC2)cc1OC (stereo unspecified)
→ 6% | -3% | -7%
Nc1[nH]ncc1S(=O)(=O)c1ccccc1
→ . | -18% | -7%
COc1ccc2[nH]c(=O)c(CN(C(=O)c3cccnc3)c3ccccc3)cc2c1
→ 0% | -26% | -9%
